High-throughput results as filed in PubChem BioAssay.
NR2E3 ag-1: inhibitors of NR2E3-RetCOR corepressor binding, primary screen, NR2E3 agonist project, biochemical, TR-FRET, GST-NR2E3, biotin-RetCOR; Photoreceptor-specific nuclear receptor (Homo sapiens), Q9Y5X4; 1536-well; inhibition of corepressor binding, % at 4.78 µM; 0.12% of 320,000 active; AID 2300, 2010;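 active means percent inhibition above the cutoff of mean plus 3 SD of all tested compounds, set per screening campaign, cut at about 20% in these data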;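 further: 0% = DMSO wells and 100% = biotin wells as full block of FRET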
Target sequence (Q9Y5X4 whole entry, looked up): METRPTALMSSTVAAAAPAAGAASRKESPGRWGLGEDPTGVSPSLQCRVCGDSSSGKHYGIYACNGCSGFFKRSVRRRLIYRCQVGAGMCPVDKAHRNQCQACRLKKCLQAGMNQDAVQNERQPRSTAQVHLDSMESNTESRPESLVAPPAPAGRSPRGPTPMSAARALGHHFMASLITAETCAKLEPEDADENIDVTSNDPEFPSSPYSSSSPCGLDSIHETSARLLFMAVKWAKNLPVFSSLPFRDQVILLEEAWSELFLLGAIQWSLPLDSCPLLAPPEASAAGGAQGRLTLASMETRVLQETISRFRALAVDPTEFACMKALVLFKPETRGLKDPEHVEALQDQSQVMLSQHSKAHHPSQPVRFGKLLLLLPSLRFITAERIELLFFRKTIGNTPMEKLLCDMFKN
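Material – GST-tagged NR2E3 plus biotinylated RetCOR corepressor · Quantity – NR2E3 fusion 1.35 nM · Times – 5 h incubation at 4 °C · Medium – pH 7.5 Tris-based buffer · Technique – TR-FRET, Eu(K)-anti-GST donor, streptavidin-D2 acceptor, ex 340, em 617/671 nm · Benchmarks – high control biotin, low control 0.6% DMSO · Format – 1536-well plates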
HIF-2a inh: HIF-2a reporter inhibitors, primary screen, luminescence, 786-0 RCC cells; 786-0 RCC cells HIF-2a reporter, luciferase luminescence, overnight; inhibition, % at 18.8 µM; 0.72% of 360,000 active; AID 624352, 2012;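 active means inhibition of the luminescence signal of 40% or more relative to plate controls, in a single-dose primary screen at 18.75 µM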
CF NFkB block: inhibitors of PAF-induced NF-kB signaling, primary screen, cell-based, GFP fluorescence, uHTS | KKLEB NF-kB-GFP reporter, GFP fluorescence overnight | inhibition, % at 5 µM | 0.86% of 360,000 active;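 active means at least 50% inhibition at 5 µM, scaled per plate between neutral and stimulator controls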;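 further: PAF is a Pseudomonas aeruginosa culture filtrate used as stimulus; plate controls were PAF-stimulated DMSO wells for no effect and unstimulated DMSO wells for full effect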
NR2E3 ag-2: NR2E3 agonists in two-hybrid cells, primary screen, cell-based, luminescence, CHO-S, Gal4-NCOR/VP16-NR2E3 | Photoreceptor-specific nuclear receptor (Homo sapiens), Q9Y5X4 | luciferase | inhibition of corepressor binding, % at 3.98 µM | 0.35% of 360,000 active | AID 602229, 2012;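 active means inhibition above the mean of all tested compounds plus 3 SD, cut at about 70% in these data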;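 further: 0% = DMSO with NR2E3 transfected cells and 100% = cells lacking NR2E3 construct; higher means lower luciferase signal from less NR2E3 corepressor binding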
KKLEB cytotox: cytotoxicity in KKLEB CF airway cells, primary screen, cytotoxicity control for CF NF-kB inhibitor project, cell-based, uHTS, fluorescence assay plates | 0.36% of 360,000 active | KKLEB CF airway cells viability, ATPlite luminescence, overnight; stronger effect = lower value; cells stimulated with P. aeruginosa culture filtrate | AID 602141, 2011 | activity change (cytotoxicity), % at 5 µM;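 active means corrected activity change at or below -50% at 5 µM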
TRPM1 prom inh: inhibitors of MITF-dependent TRPM1 promoter reporter, primary screen, cell-based, SK-MEL-5, single point, luciferase. 0.83% of 330,000 active. SK-MEL-5 TRPM1 promoter luciferase, 24 h. AID 488899, 2010. inhibition, % at 12.5 µM;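 active means mean inhibition across replicates of 60% or more, whatever share of single replicates reaches that level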; further: values of inactives mirror those of a sister screen read the other way
C8 TRAIL sens: viability loss with TRAIL in NB7+C8 cells, primary screen, TRAIL sensitizer project, cell-based, ATPlite luminescence | inhibition (viability loss, TRAIL sensitization), % at 10 µM | 1% of 360,000 active;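 active means compounds causing at least 50% loss of cell viability in the single-dose screen, relative to plate controls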
Peg3 promoter: Peg3 promoter-driven luciferase inhibitors, primary screen, cell-based, HeLa, luciferase luminescence | HeLa PEG-Prom luciferase reporter, overnight | 1.7% of 360,000 active | inhibition, % at 20 µM | AID 588405, 2011;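 active means inhibition of at least 50% at 20 µM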
TROY signal inh: inhibitors of TROY-driven NF-kB signaling, primary screen, Q293 LMP1-TROYcd cells, NF-kB luciferase, uHTS. Q293 LMP1-TROYcd NF-kB luciferase reporter, 4 h. inhibition, % at 10 µM. 0.98% of 360,000 active;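 active means compounds whose plate-normalised and pattern-corrected inhibition of the luciferase reporter signal at the single screening dose is 50% or more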
Shn3 inh set2: reduction of Shn3 3'UTR firefly luciferase signal, primary screen, Schnurri-3 inhibitor project, cell-based, Clone20 osteoblasts, set 2; 0.52% of 360,000 active; inhibition, % at 12.5 µM; AID 588674, 2011; Clone20 osteoblast Shn3 3'UTR firefly luciferase, 24 h;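 active means mean inhibition of at least 75% with every replicate also reaching 75%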;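 further: 0% = median of neutral control wells and 100% = pilot-screen positive control compound; some compounds past the cut are filed as inactive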
TWEAK Fn14 block: inhibitors of TWEAK-Fn14 signaling, primary screen, luciferase reporter cells, uHTS | TWEAK-stimulated Fn14 reporter cells, luciferase luminescence, 8 h | inhibition, % at 10 µM | 2% of 360,000 active; in the data active means inhibition above about 50%
Active calls of the source: *; . = not tested or not shown. Only part of the results is shown, so the mix of outcomes need not match the whole.

Results follow in this order: NR2E3 ag-1, HIF-2a inh, CF NFkB block, NR2E3 ag-2, KKLEB cytotox, TRPM1 prom inh, C8 TRAIL sens, Peg3 promoter, TROY signal inh, Shn3 inh set2, TWEAK Fn14 block
CCC(C)NC(=O)C1(O)c2ccccc2NC(=O)N1c1ccc(C)c(C)c1 (stereo unspecified)
  3, 4, -4, -9, 3, ., -3, 20, -14, 31, 9
COC(=O)C1=C(CS(=O)(=O)c2cc(Cl)ccc2OC)NC(=O)NC1c1ccc(O)c(OC)c1 (stereo unspecified)
  1, 9, 26, 7, -9, -3, 1, 1, -7, -10, -7
CC(=O)Nc1ccc(S(=O)(=O)Nc2ccccc2N2CCOCC2)cc1Cl
  -1, 15, 3, 9, 4, -2, -13, 18, 9, 8, 9
CC(C)N=Cc1c(O)[nH]c2ccccc12
  -2, 0, -14, 12, -6, -1, 18, -15, 18, -14, 19
CC(C)CCN(C(=O)CNC(=O)c1cccs1)C(C(=O)NC1CCCCC1)c1cccnc1 (stereo unspecified)
  -1, 5, -3, 12, 3, 9, -14, 5, 0, 8, 10
Cc1cc(=O)[nH]c(SCC(=O)Nc2ccc(Br)cc2)c1C#N
  -3, -44, 37, 78*, -36, 7, 3, 7, 44, -10, -1
F[B-](F)(F)COc1ccccc1
  ., -4, -6, 8, 0, -1, -10, -10, 4, 3, 5
O=[N+]([O-])c1ccc2c(c1)c1ccccc1n2CCO
  -1, 17, -7, 3, -11, -2, -1, 45, -11, 5, -4
CS(=O)(=O)N(CC(=O)N1CCCC1)c1ccccc1Br
  -5, 16, 0, 2, -2, 3, -9, 2, -5, -8, -14
Cc1nc2c3ccccc3nc(NNC(=O)CCC(=O)N3CCC(C)CC3)n2n1
  4, 1, 2, -37, 4, 10, -9, -9, -10, 0, -5
COC(=O)c1[nH]c2ccc(C)cc2c1NC(=O)CN1CCCc2ccccc21
  3, -45, 8, -22, 1, 12, -13, -9, 12, -5, 5
COc1ccc(C(=O)COC(=O)CCNS(=O)(=O)c2ccc(NC(C)=O)cc2)c(OC)c1
  -3, 9, -8, -2, -20, -1, 3, -14, 7, -14, -16
COC(=O)c1cc(-c2ccc(Br)cc2)c2c(=O)n(C)c(=O)n(C)c2n1
  -1, -5, 12, -13, -12, -6, 9, 15, -2, 12, -25
Cc1ccc(OCC(=O)N/N=C/c2ccccc2)c([N+](=O)[O-])c1
  ., -40, -17, -15, -11, -30, 13, -23, -9, 19, -12
COc1ccc(-c2nc(CS(=O)CC(=O)NCc3ccco3)c(C)o2)cc1 (stereo unspecified)
  -1, -9, -4, -23, 4, 18, -2, -17, 7, 1, 26
C[C@H]1CN([C@@H](C)CO)C(=O)CCCn2cc(nn2)CO[C@@H]1CN(C)S(=O)(=O)c1ccc(Oc2ccccc2)nc1
  ., 14, -4, -14, 2, ., -3, -13, 6, 6, -12
O=C(Nc1ccccc1)NC1CCN(Cc2nnnn2C2CCCCC2)CC1
  0, 11, 10, -19, -4, 4, -3, 10, -13, -18, -2
O=C(NCCCN1CCOCC1)c1cc2ccccc2o1
  5, -5, 9, 5, 6, -9, -20, -13, -15, 7, -18
CC1CCC2(CC1)NC(=O)N(CC(=O)NC(C)c1ccc(F)c(F)c1)C2=O (stereo unspecified)
  1, 16, -2, -18, 10, 3, -2, 12, -10, -12, 0
Cc1ccc(S(=O)(=O)NCC(=O)OCCOc2ccccc2F)cc1
  ., 2, -13, -2, -3, 2, -11, -6, -13, 0, -20
Cc1ccc(NC(=O)CN(C)S(=O)(=O)c2cccc3nsnc23)cc1C
  -4, 12, 7, -10, 6, 2, 11, -15, -7, -2, 3
COc1ccc(NS(=O)(=O)c2ccc(NC(C)=O)cc2)nn1
  -2, 16, -30, 21, 12, ., 1, 7, -17, -3, 24
COc1cc(Cn2cnnn2)ccc1O
  4, 5, -4, -24, 5, -11, -7, -8, ., -5, 3
CC(=O)c1ccc(NS(=O)(=O)c2ccc3c(c2)CCC(=O)N3)cc1
  1, 5, 5, -18, -24, -2, 13, 14, 17, 4, 5
CN(C)S(=O)(=O)c1ccc(N2CCCC2)c(C(=O)N2CCN(S(=O)(=O)c3ccc(F)c(F)c3)CC2)c1
  ., 11, 10, -21, 3, -3, -15, 14, -11, 55, -4
CCOCCCNC(=S)Nc1cc(OCC)c(NC(=O)c2ccco2)cc1OCC
  3, 10, -11, 14, 4, 7, -11, 9, 4, -2, 2
CC(/C=C1\SC(=S)N(C(C(=O)O)C(C)C)C1=O)=C\c1ccccc1 (stereo unspecified)
  3, -12, -6, -7, 7, 2, -2, 9, -80, -16, -3
O=C(O)/C(=C\c1cccc([N+](=O)[O-])c1)c1ccc(S(=O)(=O)N2CCCCC2)s1
  -4, 12, 0, -15, 14, -6, 0, 15, 5, 13, -5
Cc1cc(C)n2nc3nc(N4CCCC4)nc(-c4ccccc4)c3c2n1
  6, 14, -7, -33, 12, 2, -7, 3, -12, 12, -23
CCN(CC(=O)Nc1ccc(NC(C)=O)cc1)C(=O)c1cc(C)on1
  -1, 16, -12, -36, 3, -4, 2, 0, -20, -6, 10
CN(CCc1ccccc1)C(=O)c1ccc(NC(=O)Cc2ccc(NC(=O)C3CCN(S(=O)(=O)c4cccc([N+](=O)[O-])c4)CC3)cc2)cc1
  ., -4, 8, 0, -5, 13, 20, 4, 5, 35, 4
CC1(C)CC(=O)C2=C(C1)c1c(ccc3ccccc13)NC2c1ccc(OCC(=O)O)cc1 (stereo unspecified)
  3, 7, -3, -9, -2, 17, -20, 26, 8, 15, 6
COc1ccc(NC(=O)CSc2ccc3nnc(-c4ccccn4)n3n2)cc1OC
  7, 3, -49, 1, 8, 2, 7, 9, -4, -3, 3
Cc1cc2c(cc1S(=O)(=O)NCCc1ccc(Cl)cc1)OCC(=O)N2
  0, 0, -12, -6, 3, ., -2, 18, 12, 1, 26
O=C(Nc1nc2ccc(S(=O)(=O)N3CCCC3)cc2s1)C1CCCO1 (stereo unspecified)
  2, 0, 12, 6, -6, 6, 5, 15, -6, -14, 10
O=C(NC(=S)Nc1ccccn1)c1cccc([N+](=O)[O-])c1
  5, -394, -24, -74, -1, -77, 27, -336, -34, ., -31
CCc1ccc(CNCCNC(=O)c2ccco2)cc1
  ., -217, 25, -26, -5, 7, 1, -72, -23, -2, -18
COc1ccc(N2C(=O)CC2(/C=C/c2ccccc2OC)C(=O)NC2CCCC2)cc1 (stereo unspecified)
  0, 10, -1, -3, -1, 9, -16, 11, 2, -1, 9
COc1cc(C2=NOC(C(=O)Nc3ccc4c(c3)OCO4)C2)cc(OC)c1OC (stereo unspecified)
  ., -76, -4, -53, 1, -9, 4, -64, -71, -3, -17
COC(=O)c1cn(-c2nc(C)c3c(n2)CCC3)nn1
  1, -19, 12, 7, -3, -24, -5, -13, 1, -3, -3
COc1cccc(Nc2nnc(Cc3cccnc3)c3ccccc23)c1
  -2, 9, 6, -20, -10, 5, -30, 11, -9, 19, -7
Cc1ccccc1N1CCN(c2ccccc2NC(=O)/C=C\C(=O)O)CC1
  ., 9, -5, -18, 3, 3, 1, 6, -14, -4, 2
CCCCCn1c(=O)[nH]c2cc(C(=O)NCCCN3CCCCC3)ccc2c1=O
  0, 30, 2, -29, -8, -23, -11, -5, -6, 1, -1
O=C1CCCC(O)=C1N=Nc1cccc(S(=O)(=O)N2CCOCC2)c1
  -1, 0, 33, 13, -11, 14, 1, 14, 6, -1, 2
CS(=O)(=O)N(Cc1cccc(CN(C(C(=O)O)c2ccccc2)S(C)(=O)=O)c1)C(C(=O)O)c1ccccc1 (stereo unspecified)
  4, 9, 3, 3, 17, -5, 6, -17, -10, -35, -1
O=C(Nc1ccc(Cl)c(Cl)c1)Nc1ccccn1
  2, -244, 20, -73, -7, -64, 6, -202, -68, -123, -3
Cc1ccc(-c2cn(-c3ccccc3F)c(=S)[nH]2)cc1
  -1, -286, 15, -136, -6, -102, -2, -238, -8, -48, 4
Cc1ccccc1CSc1nnc(-c2cccnc2)n1N
  2, -61, 7, -49, 0, -3, -13, -12, -14, -19, -15
COc1ccc(N(CC(=O)NC2CCCCC2)S(=O)(=O)c2cccnc2)cc1
  -3, 14, 8, -19, -7, 11, 0, 3, -14, 7, -19
CSc1cccc(NC(=S)NCCCN2CCN(c3ccc(F)cc3)CC2)c1
  3, 11, -2, -6, 9, -6, -14, 7, -2, 13, -15
Cc1ccc2c(c1)c1c(n2CC(O)CNC2CCCC2)CCCC1 (stereo unspecified)
  0, -2, 12, 18, -7, 14, -11, 61*, -8, -20, -22
CCOC(=O)c1nnn2c1nc(N1CCN(c3ccccc3)CC1)c1ccccc12
  2, -32, -41, 4, 22, -5, -5, 8, 13, -45, -26
CC1CCN(CC(=O)N(C)c2c(N)n(Cc3ccccc3)c(=O)[nH]c2=O)CC1
  ., -2, -9, 18, -12, -1, -14, -6, -27, -9, 3
Cc1cc(C)n(-c2ccccc2[N+](=O)[O-])n1
  3, 11, 10, -15, -7, -7, -5, -5, -8, 1, 9
O=C1Nc2cc(Cl)cnc2N2CCCC12 (stereo unspecified)
  -1, 24, 23, -10, -10, ., -14, 22, 4, -15, 9
Fc1ccc(CO/N=C/C2=C(Cl)c3ccccc3CC2)cc1
  0, -183, 12, -11, 3, -11, -6, -136, -13, -11, 7
NC(=O)c1ccc(-c2noc(-c3cccc(Cl)c3)n2)cc1
  6, -187, -5, -157, -6, -126, -4, -299, -64, -63, -22
O=[N+]([O-])c1ccc(C2CCCC/C2=N\OCc2cccc(F)c2)c([N+](=O)[O-])c1 (stereo unspecified)
  1, 17, 10, 12, -5, -6, 7, 28, 5, -16, -13
COc1cc(CN2CCCC(C)C2)cc([N+](=O)[O-])c1O (stereo unspecified)
  4, 3, -11, 12, -8, 8, -1, 6, -7, -6, -6
CCC1NC(=O)c2cccnc2-n2c1nc1ccc(C)cc1c2=O (stereo unspecified)
  ., 3, 7, -9, 5, ., 13, 3, 2, -2, -40
CCOCc1c(C(=O)Nc2cc(OCC)c(N3CCOCC3)cc2OCC)oc2ccccc12
  1, 18, 4, -15, -2, 3, -4, 26, 5, 74, 21
O=C(c1cccc2ccccc12)C1CCCN(C(=O)c2ccc(N3CCOCC3)cc2)C1 (stereo unspecified)
  -1, -42, -3, 17, -1, -9, 13, -19, -1, 42, 5
